Source: PubChem
OX1R antag-1 – antagonists of human orexin 1 receptor; O43613; CHO/OX1R cells, Fluo-8 calcium fluorescence, orexin A; inhibition, % at 5 µM; actives 0.43% (n = 330,000); AID 434989;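 active = inhibition above its plate's threshold, mean inhibition of all tested compounds on the plate plus 3 SD, cut at about 37% in these data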;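 also: 0% = orexin A challenge wells and 100% = SB-334867-A antagonist wells; not every result past the cut was called active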
Target sequence (O43613 whole entry, looked up): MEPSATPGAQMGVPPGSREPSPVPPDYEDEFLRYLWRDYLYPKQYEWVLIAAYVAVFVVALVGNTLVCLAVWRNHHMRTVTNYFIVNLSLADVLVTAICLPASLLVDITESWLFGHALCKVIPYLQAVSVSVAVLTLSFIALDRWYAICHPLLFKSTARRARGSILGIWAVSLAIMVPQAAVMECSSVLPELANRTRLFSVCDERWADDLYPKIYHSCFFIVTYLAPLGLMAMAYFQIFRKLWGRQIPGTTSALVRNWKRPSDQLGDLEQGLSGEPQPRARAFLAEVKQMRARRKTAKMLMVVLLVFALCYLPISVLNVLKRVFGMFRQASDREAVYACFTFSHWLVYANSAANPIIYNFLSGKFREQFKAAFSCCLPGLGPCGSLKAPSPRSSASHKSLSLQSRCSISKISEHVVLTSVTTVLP
CHT PAM – allosteric activators of human choline transporter CHT | Q9GZV3 | CHT-expressing cells, membrane potential dye, choline EC20; hits give high values; LV-AA mutant CHT in HEK293 cells | B-score at 10 µM | actives 0.49% (n = 310,000);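 active = initial fluorescence not abnormally high and integrated response B-score, plate-corrected, over 3 SD above library mean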
Target sequence (Q9GZV3 whole entry, looked up): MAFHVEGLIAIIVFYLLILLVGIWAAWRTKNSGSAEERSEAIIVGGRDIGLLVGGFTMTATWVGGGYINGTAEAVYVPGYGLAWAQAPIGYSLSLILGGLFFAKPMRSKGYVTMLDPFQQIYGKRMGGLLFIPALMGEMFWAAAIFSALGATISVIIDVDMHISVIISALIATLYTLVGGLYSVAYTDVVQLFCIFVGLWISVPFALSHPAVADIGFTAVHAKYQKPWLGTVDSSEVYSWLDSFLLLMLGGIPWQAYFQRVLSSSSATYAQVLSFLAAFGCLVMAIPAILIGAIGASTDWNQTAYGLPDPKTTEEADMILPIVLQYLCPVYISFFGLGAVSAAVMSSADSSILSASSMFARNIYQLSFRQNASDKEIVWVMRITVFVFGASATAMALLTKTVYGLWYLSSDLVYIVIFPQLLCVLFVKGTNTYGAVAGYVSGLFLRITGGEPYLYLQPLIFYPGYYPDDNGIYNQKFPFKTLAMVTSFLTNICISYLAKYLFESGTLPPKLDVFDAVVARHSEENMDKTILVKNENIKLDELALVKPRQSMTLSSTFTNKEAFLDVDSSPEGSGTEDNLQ
OX1R antag-2 – OX1R (human) antagonism; O43613; OX1R-expressing cells, FRET antagonist read-out; inhibition, % at 6.6 µM; actives 1.8% (n = 330,000); AID 485270; in the data active = inhibition mostly above about 38%, no sharp cut-off; inactive = mostly below about 40%;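 also: 0% = agonist challenge alone and 100% = reference antagonist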
* = called active by the depositor; i = inactive; x = no result given; & = joins results of further samples.

| SMILES | CHT PAM | OX1R antag-1 | OX1R antag-2 |
| --- | --- | --- | --- |
| Cn1c(=O)[nH]c(=O)c2c1nc(N1CCCCC1)n2CCCSc1nnnn1-c1ccccc1 | i | -26 | 20 |
| C=CCC[C@H](Cc1ccc(F)cc1)C(=O)OC[C@H](Cc1c[nH]c2ccccc12)NC(=O)[C@@H](CC=C)CC(=O)N(CCO)Cc1ccccc1 | x | 8 | 6 |
| O=C(CCN1C(=O)/C(=C/c2cccs2)SC1=S)Nc1ccccc1O | i | 11 | 28 |
| Cc1cc(C)cc(NC(=S)N2CCC(NC(=O)C3CCCCC3)CC2)c1 | i | -11 | 12 |
| COc1ccc(OC)c(C2C(C(=O)c3ccco3)=C(O)C(=O)N2CC2CCCO2)c1 (centres undefined) | i | -3 | 3 |
| Cn1c(-c2cnn(-c3ccccc3)c2-n2cccc2)n[nH]c1=S | i | -12 | 11 |
| COc1ccc(NC(=S)NCCC2=CCCCC2)cc1OC | i | -27 | 7 |
| Cn1c(=O)c2[nH]c(N=NNc3ccccc3F)nc2n(C)c1=O | i | 3 | 10 |
| CCOc1ccc(C2=NNC(c3cccnc3)=Nc3ccc(OC)cc32)cc1 | i | -31 | 20 |
| O=C(NNc1c2ccccc2nc2ccccc12)c1cccc(O)c1 | i | -4 | 26 |
| CCOC(=O)C(C)Oc1cccc2c(=O)n(CC(=O)NCc3ccco3)ccc12 (centres undefined) | i | -11 | 8 |
| O=S(=O)(N1CCCCC1)N1CCN(c2ccccc2F)CC1 | i | -8 | 6 |
| COc1ccc(CC(=O)Nc2ccc(-c3nc4cc(C)ccc4o3)c(O)c2)cc1OC | i | -15 | 23 |
| OC1CCNC(=S)N1c1ccccc1 (centres undefined) | i | -2 | 22 |
| O=C(NCc1cccnc1)C1CC(c2ccc(F)cc2)=NO1 (centres undefined) | i | 0 | 5 |
| COc1ccc(OC)c(C2=NOC(C(=O)N3CCCc4ccccc43)C2)c1 (centres undefined) | i | -53 | 36 |
| CCc1cccc(C)c1NC(=O)N(C)C1CCCCC1 | i | -16 | 5 |
| Cc1cc2nn(-c3cccc4ccccc34)nc2cc1NC(=O)c1cccs1 | i | -1 | 57* |
| CN(CC(=O)Nc1cccc(F)c1)C(=O)c1ccccc1OCCOc1ccccc1 | i | -30 | 28 |
| O=C(c1cccs1)N1CCN(c2ncc(Br)cn2)CC1 | i | -5 | -2 |

Additional compounds
| SMILES | CHT PAM | OX1R antag-1 | OX1R antag-2 |
| --- | --- | --- | --- |
| COc1ccc(N2C(=O)C3C(C2=O)C2C=CC3C23CC3)c(OC)c1 (centres undefined) | i | -5 | 10 |
| Cc1ccc(-n2c(C)nc3c(cnn3-c3ccc(F)cc3)c2=O)cc1C | i | -10 | 7 |
| Cc1c(C(=O)NCCSCc2c(Cl)cccc2Cl)cccc1[N+](=O)[O-] | i | -22 | 21 |
| CN(C)C(CNC(=S)Nc1cccc(Cl)c1)c1ccccc1 (centres undefined) | i | -18 | 2 |
| CCOc1ccc(CNS(=O)(=O)c2c(C(=O)N3CCCC3)c(C)n(C)c2C)cc1OC | i | 0 | 11 |
| CCOC(=O)c1c(NC(=O)Cn2nc(C(F)F)cc2C(F)F)sc(C)c1C | i | -32 | 16 |
| CN(C)c1ccc(N=Cc2nc(-c3ccccc3)oc2OC(=O)c2cccc(Br)c2)cc1 | i | -11 | 27 |
| CCOc1ccc(NC(=O)COc2ccc3c(c2)CCC3)cc1OC | x | -30 | 10 |
| Cc1ccnc(NC(=O)c2ccc3c(c2)NC(=O)C(C)S3)c1 (centres undefined) | x | -16 | 7 |
| Cc1ccc(C)c(N2CCN(C(=O)c3ccc(NC4=NC5CS(=O)(=O)CC5S4)cc3)CC2)c1 (centres undefined) | i | -16 | 7 |
| CN(C)c1cc[n+](CC(=O)Nc2ccc(Cl)cc2)cc1 | i | -4 | 6 |
| O=C(/C=C/c1ccccc1)Nc1cc(S(=O)(=O)N2CCOCC2)ccc1N1CCCC1 | i | -28 | 3 |
| CCCN1CCOC(CC(=O)Nc2ccc([N+](=O)[O-])cc2)C1=O (centres undefined) | i | -4 | 63 |
| Cc1c(NC(=O)CSc2cccc3cccnc23)c(=O)n(-c2ccccc2)n1C | i | 31 | 5 |
| CC1(C)CC(=O)C2=C(C1)Nc1ccccc1NC2 | i | -7 | 59 |
| CN1CCCCC1CCN1c2ccccc2Sc2ccc(S(C)=O)cc21 (centres undefined) | i | -15&-32 | 5&15 |
| CCOc1ccc(/C=N/NC(=O)CNC(=O)c2ccc(S(=O)(=O)N3CCOCC3)cc2)cc1 | i | -15 | 13 |
| CCN1C(=O)/C(=C\N2CCCCCC2)SC1=S | i | -23 | 17 |
| C=CCNC(=S)/N=c1\sccn1C | i | -4 | 11 |
| Oc1csc(Cc2nc(-c3ccc4ccccc4c3)cs2)n1 | i | 9 | 38 |

Next part.
| SMILES | CHT PAM | OX1R antag-1 | OX1R antag-2 |
| --- | --- | --- | --- |
| COCCNCc1nc2sc(C)c(-c3ccccc3)c2c(=O)[nH]1 | i | -11 | 13 |
| COc1ccc(/C(C)=N/NS(=O)(=O)c2cc(C)ccc2C)c(OC)c1 | i | -9 | 9 |
| O=C(Nc1ccc(O)c2c(=O)cc(-c3ccccc3Cl)oc12)c1cccc(Cl)c1 | i | -41 | 17 |
| COC(=O)c1sc(S(=O)(=O)N2CCCCC2C)c(C(=O)OC)c1C (centres undefined) | x | -29 | 17 |
| O=C(Cc1cccc2ccccc12)N/N=C/c1ccc(O)c([N+](=O)[O-])c1 | i | 6 | 21 |
| CN(C(=O)Cn1nnc(-c2ccc(F)cc2)n1)C1CCS(=O)(=O)C1 (centres undefined) | x | 0 | 2 |
| O=c1[nH]cnc2ccccc12 | i | -1 | 9 |
| CC1(C)Cc2cccc(OCC(=O)N3CCN(c4cccc(Cl)c4)CC3)c2O1 | i | -34 | 3 |
| CCOCC(=O)N1CCN(c2ccccc2OC)CC1 | i | -2 | 20 |
| Cc1ccc(C)c(Cn2c(=O)n(C)c(=O)c3sccc32)c1 | i | -15 | 3 |
| C=C[C@@H]1c2ccccc2N(S(=O)(=O)c2ccc(C)cc2)[C@H](c2ccccc2C(F)(F)F)C1(C#N)C#N | x | -1 | 6 |
| CCCS(=O)(=O)n1nc(-c2ccc(OC)cc2)cc1N | i | -7 | 18 |
| Cc1ccc2[nH]c(CN3CCN(C)C(CCO)C3)c(C)c2c1 (centres undefined) | i | -31 | 13 |
| COc1ccc(C(=O)NC2CC3CCCC(C2)N3Cc2ccccc2)c(OC)c1 (centres undefined) | i | -29 | 1 |
| CNC(=O)c1ccc2c(c1)nnn2C | i | 2 | 5 |
| Cc1ccc(C(=O)/C=C2/NC(=O)CS2)cc1 | i | -8 | 25 |
| O=C(NCc1cccc(Cl)c1)C1CCN(S(=O)(=O)c2ccc(F)cc2)CC1 | i | -13 | 4 |
| CCC(=O)NC(=S)Nc1ccccc1C(=O)NC1CCCCC1 | i | -4 | 10 |
| CCN(CC)S(=O)(=O)c1ccc(NC(=O)c2ccc(NS(C)(=O)=O)cc2)cc1 | i | -4 | 3 |
| COc1cc(NC(=O)CN(c2ccc(C)cc2)S(=O)(=O)c2c(C)noc2C)cc(OC)c1 | i | 0 | 28 |

(list continues)
| SMILES | CHT PAM | OX1R antag-1 | OX1R antag-2 |
| --- | --- | --- | --- |
| COc1ccc(/C=N/NC(=O)c2c([N+](=O)[O-])c(C)nn2C)cc1 | i | 0 | 11 |
| C=CCNc1nc(C(=O)OCC(=O)Nc2cc(S(C)(=O)=O)ccc2Cl)cs1 | i | -17 | 21 |
| Cc1cc(NC(=O)c2cc(C(C)(C)C)oc2C)no1 | i | -11 | 9 |
| O=C(N/N=C/c1ccco1)c1ccccn1 | i | 12 | 16 |
| COC(=O)c1ccc(COc2ccccc2/C=N/O)o1 | i | -14 | 11 |
| C/C=C/C=N/Nc1nc(-c2ccc([N+](=O)[O-])cc2)cs1 | i | -20 | 15 |
| O=C(NCc1nnc2c(C(F)(F)F)cc(Cl)cn12)c1ccc(Br)o1 | i | -29 | 6 |
| CCn1cc(CN2CCC(n3nccc3NC(=O)c3ccccc3C)CC2)cn1 | i | -13 | 22 |
| Cc1nn(-c2ccccc2)c(Cl)c1/C=N/Nc1nc2ccccc2[nH]1 | i | -20 | 15 |
| O=C(CCNS(=O)(=O)c1ccccc1)N1CCC(Cc2ccccc2)CC1 | i | -5 | 17 |
| CCOC(=O)N1CCN(Cc2nc3c(c(=O)[nH]c(=O)n3C)n2Cc2ccccc2C)CC1 | i | -42 | 4 |
| CC1CN(C(C)C(=O)NC(c2ccccc2)c2ccccc2)CC(C)O1 (centres undefined) | i | -8 | 6 |
| Cc1cccc(NC(=O)c2ccc(COc3ccccc3[N+](=O)[O-])o2)n1 | i | -20 | 7 |
| COc1ccccc1CNC(=O)COC(=O)c1ccccn1 | i | -13 | 6 |
| O=S(=O)(NCCc1cn2ccccc2n1)c1ccc(-c2ccccc2)cc1 | i | -9 | 24 |
| O=C(CNC(=O)c1ccc(Br)cc1)NCCc1nc2ccccc2[nH]1 | i | -4 | 18 |
| COc1ccccc1N(C(=O)CN1C(=O)c2ccccc2S1(=O)=O)C(C(=O)NCC1CCCO1)c1ccc(F)cc1 (centres undefined) | i | -27 | 14 |
| O=C1CC(c2cccs2)Cc2nc(NC(=O)C3CC3)ncc21 (centres undefined) | i | -8 | 7 |
| COc1ccccc1NC(=O)c1ccc(NC(=O)CSc2nc(N)cc(=O)[nH]2)cc1 | x | -15 | 6 |
| COc1ccc(OC)c(Nc2cc(C)nc3ccccc23)c1 | i | -16 | 12 |

(cont.)
| SMILES | CHT PAM | OX1R antag-1 | OX1R antag-2 |
| --- | --- | --- | --- |
| Cc1ccc2nsnc2c1N | i | -2 | 4 |
| CCc1ccc(Nc2ccc(C(=O)O)cc2[N+](=O)[O-])cc1 | i | -12 | 16 |
| O=C(c1cc2c(s1)CCCC2)N1CCN(C(=O)C2CCCO2)CC1 (centres undefined) | i | 27 | 4 |
| COc1cccc(NS(=O)(=O)c2csc(C(N)=O)c2)c1 | i | -3 | 14 |
| O=c1c(-c2n[nH]c(=S)n2-c2ccccc2)cccn1Cc1cccc(Cl)c1 | i | -11 | 5 |
| C#Cc1ccc([C@@H]2C=C(C(=O)N3CCN(Cc4ccccc4)CC3)O[C@H](OCCCCO)C2)cc1 | i | -14 | 18 |
| CC[C@@H]1C=C(C(=O)O)[C@H](c2ccc(Br)cc2)N1S(=O)(=O)c1ccc(C)cc1 | x | -12 | 13 |
| CNC(=O)Cn1ncc2c(C)n(Cc3ccc(C)cc3)c(C)c2c1=O | i | -10 | 32 |
| COc1ccccc1N(C)S(=O)(=O)c1ccc(C(=O)OCC(=O)NCc2ccco2)cc1 | i | -17 | 20 |
| COc1cc2c(cc1OC)/C(=C/C(=O)c1ccc(NC(C)=O)cc1)NCC2 | i | -17 | 1 |
| O=C(Nc1nccs1)c1ccc(N2C(=O)C3CCCCC3C2=O)cc1 (centres undefined) | i | -18 | 20 |
| CC(C)(C)c1cc(CN(CCO)CCO)cc(C(C)(C)C)c1O | i | -8 | 13 |
| CCOC(=O)C1=C(C)NC(=O)NC1c1ccc2c(c1)OCO2 (centres undefined) | i | -18 | 3 |
| CC(Oc1ccc(F)cc1)C(=O)Nc1nc(-c2ccccn2)cs1 (centres undefined) | i | -28 | 30 |
| O=C(COc1ccccc1[N+](=O)[O-])N/N=C/c1ccccn1 | i | 2 | 11 |
| Nn1c(Cc2cccc3ccccc23)nnc1SCc1ccc(Cl)c(Cl)c1 | i | -16 | 20 |
| C(=N\c1nc2ccccc2n1CCN1CCOCC1)/c1cccs1 | i | -17 | -1 |
| COc1ccc(OCCNS(=O)(=O)c2ccc3oc4ccccc4c3c2)cc1 | i | -5 | 39 |
| COc1ccc(Cl)cc1NC(=O)c1noc2c1CCCC2 | i | -15 | 21 |
| CCCCn1c(N)c(N(CC(C)C)C(=O)CSCc2ccc(Cl)c(Cl)c2)c(=O)[nH]c1=O | i | -32 | 31 |

Remaining list, next part:
| SMILES | CHT PAM | OX1R antag-1 | OX1R antag-2 |
| --- | --- | --- | --- |
| CC1(C)CC(=O)C2=C(C1)NC(=O)NC2c1ccccc1 (centres undefined) | i | -24 | 26 |
| CCOC(=O)/C(=C/c1ccco1)NC(=O)c1ccc(Br)o1 | i | -5 | 6 |
| CCN(CC)c1ccc(C=C2C(=O)OC3(CCCC3)OC2=O)cc1 | i | 8 | 25 |
| Cc1ccc(/C=c2/sc3n(c2=O)CCCN=3)o1 | i | -5 | 29 |
| O=S(=O)(c1ccc(S(=O)(=O)n2cnc3ccccc32)cc1)N1CCCCCC1 | i | -9 | 4 |
| Cn1c2c(c(=O)n(C)c1=O)C(NC(=O)C(C)(C)C)(C(F)(F)F)C(=O)N2 (centres undefined) | i | -17 | 30 |
| CCCc1[nH]nc2c1C(c1ccc(OC)cc1OC)C(C#N)=C(N)O2 (centres undefined) | i | -18 | 10 |
| CCOc1ccc(OCc2cccc(C(=O)N3CCCCCC3)c2)cc1 | i | -35 | 11 |
| CCOC(=O)C1CCCN(C(=S)NC2CCCCC2)C1 (centres undefined) | i | -15 | 2 |

Among those listed so far, these have bromine.
| SMILES | CHT PAM | OX1R antag-1 | OX1R antag-2 |
| --- | --- | --- | --- |
| O=C(c1cccs1)N1CCN(c2ncc(Br)cn2)CC1 | i | -5 | -2 |
| CN(C)c1ccc(N=Cc2nc(-c3ccccc3)oc2OC(=O)c2cccc(Br)c2)cc1 | i | -11 | 27 |
| O=C(NCc1nnc2c(C(F)(F)F)cc(Cl)cn12)c1ccc(Br)o1 | i | -29 | 6 |
| O=C(CNC(=O)c1ccc(Br)cc1)NCCc1nc2ccccc2[nH]1 | i | -4 | 18 |
| CC[C@@H]1C=C(C(=O)O)[C@H](c2ccc(Br)cc2)N1S(=O)(=O)c1ccc(C)cc1 | x | -12 | 13 |
| CCOC(=O)/C(=C/c1ccco1)NC(=O)c1ccc(Br)o1 | i | -5 | 6 |
